S2 tox: reduces viability in counter-screen for ATXN expression inhibitors | hit rate 0.49% among 400,000 | S2 cells (HEK-293 line with an ATXN2-luciferase reporter) viability, CellTiter-Fluor protease fluorescence, 24 h | Potency, µM (highest dose often 56.7 µM), actives largely listed as cytotoxic; further: potency means the concentration at half of the fitted maximal effect; nearly all actives have a fitted effect of over 40% in size
TGFb SMAD3 inh: blocks TGF-b signaling; HepG2 CAGA-GFP TGF-b/SMAD3 reporter, GFP fluorescence, 18 h; TGF-beta stimulated, 500 pg/mL final; Potency, µM (highest dose often 46.1 µM), inactives show at the top dose activity, negative = inhibition, usual class: inhibitors; hit rate 1.2% among 410,000; AID 588855; further: potency means the concentration at half of the fitted maximal effect; on the % scale 0 is the no-effect control and ±100 the full control effect; nearly all actives have a fitted effect of over 65% in size
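TGF-beta reporter screen: HEPG2 CAGA-GFP, 1% FBS, 500 pg/mL TGF-beta final, 18 h; per-cell GFP summed per well; curves fitted and categorized by class.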
IL2 activator: activators of IL-2. activation, % (series mostly up to about 46 µM). AID 652025. IL-2 activation reporter assay, cell-based qHTS; stimulated with anti-CD3/CD4/CD28 beads; in transgenic mouse T cells. hit rate 0.065% among 360,000; in the data active means activation above about 50%; inconclusive means mostly about 30% to 49%; further: 0% is about no effect
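Unstimulated transgenic mouse T cells, 750 per well, received compound and, after 60 minutes, anti-CD3/anti-CD4 bead plus anti-CD28 stimulation. EGFP and DsRed were quantified after 18 hours.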
Nrf2 block: Nrf2 pathway inhibition; Potency, µM (doses to about 46 µM), inactives show at the top dose activity change, negative = inhibition, most hits filed as inhibitors; hit rate 2.1% among 360,000; AID 504444; A549 ARE-Fluc reporter, luciferase luminescence, 18-24 h; further: potency means the concentration at half of the fitted maximal effect; on the % scale 0 is the no-effect control and ±100 the full control effect; nearly all actives have a fitted effect of over 60% in size
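Concentration-response testing used A549 ARE_Fluc cells at 5000 cells/well. Following an 18-24 h compound incubation, viability was read by fluorescence (Ex 405/Em 525) and luciferase output by luminescence.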
EPAC2 ag: activates human EPAC2 exchange factor. Potency, µM (doses to about 154 µM), inactives show at the highest dose activation, hits mostly activators. EPAC2 activation, biochemical qHTS; response scale: 100% = 6.5 mM cAMP response. Q8WZA2. hit rate 0.079% among 360,000. AID 720711; further: potency means the concentration at half of the fitted maximal effect; nearly all actives have a fitted effect of over 50% in size
Target sequence (Q8WZA2 whole entry, looked up): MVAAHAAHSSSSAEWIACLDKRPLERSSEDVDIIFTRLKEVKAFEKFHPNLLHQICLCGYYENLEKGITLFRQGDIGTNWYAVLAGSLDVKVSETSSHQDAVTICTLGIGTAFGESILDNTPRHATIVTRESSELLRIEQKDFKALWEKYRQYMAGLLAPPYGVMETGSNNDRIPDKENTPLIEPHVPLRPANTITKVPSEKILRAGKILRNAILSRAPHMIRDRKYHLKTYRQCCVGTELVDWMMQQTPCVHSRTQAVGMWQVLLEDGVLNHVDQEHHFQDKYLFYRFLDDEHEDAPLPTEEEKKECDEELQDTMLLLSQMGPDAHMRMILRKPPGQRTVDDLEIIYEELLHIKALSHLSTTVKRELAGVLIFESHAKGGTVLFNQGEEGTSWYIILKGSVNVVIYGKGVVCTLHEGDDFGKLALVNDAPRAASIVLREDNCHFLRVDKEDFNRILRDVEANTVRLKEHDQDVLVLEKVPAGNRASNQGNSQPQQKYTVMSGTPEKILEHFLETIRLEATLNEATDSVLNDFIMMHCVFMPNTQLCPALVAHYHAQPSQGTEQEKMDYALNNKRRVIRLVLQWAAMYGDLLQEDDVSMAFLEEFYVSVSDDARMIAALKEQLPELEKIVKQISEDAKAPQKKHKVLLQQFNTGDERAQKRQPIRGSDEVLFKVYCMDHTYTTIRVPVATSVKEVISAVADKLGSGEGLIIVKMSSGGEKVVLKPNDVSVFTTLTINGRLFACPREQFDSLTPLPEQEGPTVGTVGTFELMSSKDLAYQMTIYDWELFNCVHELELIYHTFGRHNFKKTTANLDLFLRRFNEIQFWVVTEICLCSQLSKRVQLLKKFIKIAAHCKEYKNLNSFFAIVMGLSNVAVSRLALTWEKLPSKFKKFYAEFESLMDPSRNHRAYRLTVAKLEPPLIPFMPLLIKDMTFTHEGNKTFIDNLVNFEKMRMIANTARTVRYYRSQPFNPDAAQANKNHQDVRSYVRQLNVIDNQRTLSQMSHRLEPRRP
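Readout is BODIPY fluorescence (480 nm excitation, 540 nm emission), which falls as labeled GDP is exchanged off Rap1B. EPAC2 at 100 nM acted on 250 nM RAP1B-BODIPY-GDP with 50 uM GDP present.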
ATXN2 expr inh: inhibitors of ATXN2 expression. HEK-293 ATXN2-luciferase reporter, luminescence, 24 h. Potency, µM (titrated, usually from 57 µM), for inactives: top-dose activity change, negative = inhibition, hits mostly inhibitors. hit rate 0.72% among 360,000. AID 1745845; further: potency means the concentration at half of the fitted maximal effect; on the % scale 0 is the no-effect control and ±100 the full control effect; nearly all actives have a fitted effect of over 55% in size
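ATXN2-luciferase reporter cells (luciferase flanked by upstream and downstream ATXN2 gene portions) were treated 24 h at 37 °C with compounds at up to 57 uM. SteadyGlo luminescence gave expression; GF-AFC fluorescence gave viability.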
Nrf2 activator: activates Nrf2 signaling; AREc32 ARE-luciferase reporter (MCF7-derived line), luminescence, 24 h; Potency, µM (highest dose often 46.1 µM), for the others: at the highest dose activation, usual class: activators; hit rate 0.31% among 410,000; further: potency means the concentration at half of the fitted maximal effect; % of control where 0% means no effect; nearly all actives have a fitted effect of over 65% in size
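AREc32 cells carrying an ARE-driven firefly luciferase, 1000 cells/well in OPTI-MEM with 5% FBS, dosed after overnight attachment and incubated 24 hr at 37 deg C. Steady-Glo luminescence read after 30 min at RT.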
HepG2 tox: HepG2 cytotoxicity, counter-screen for TGF-b inhibitors | HepG2 CAGA-GFP viability, ATP luminescence, 18 h | Potency, µM (titrated, usually from 46.1 µM), inactives show top-dose activity change, negative = cytotoxicity, hits mostly cytotoxic | AID 588856 | hit rate 0.76% among 410,000; further: potency means the concentration at half of the fitted maximal effect; some results filed as inactive show a strong effect at the top dose
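CellTiter-Glo luminescence gave cytotoxicity after 18 hours at 37 degrees C. The cells were HepG2 CAGA-GFP in 1% FBS DMEM, stimulated with 500 pg/mL TGF-beta after compound addition. %Activity was normalised to no-cell wells (complete cell-killing) and DMSO (no toxicity), and curves were fitted and classified.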
A549 tox: kills or reduces viability of A549 cells in Nrf2 counter-screen; A549 ARE-Fluc cells, CellTiter-Fluor viability, 18-24 h; Potency, µM (titrated, usually from 46 µM), for the others: top-dose activity change, negative = cytotoxicity, actives largely listed as inhibitors; hit rate 0.16% among 390,000; AID 504648; further: potency means the concentration at half of the fitted maximal effect; on the % scale 0 is the no-effect control and ±100 the full control effect
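Cytotoxicity counterscreen: CellTiter-Fluor fluorescence was measured in A549 ARE_Fluc cells after 18-24 h of compound exposure in a concentration series. The subsequent BugLite luminescent read reports ARE-luciferase activity.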
Active calls of the source: *; i = inactive; ? = inconclusive; . = no result given; [ ] = dose if it differs, or a comment. Unless noted, the call rests on the fitted dose curve; in most records, active means well fitted curve in the direction sought with a large enough effect; inconclusive means small, poorly fitted or top-dose-only effect, or another doubt; inactive means no such curve, though single readings can be large; an effect the other way counts as inactive or inconclusive. Outcome played no part in choosing rows. Share with any hit: about 4.3%.

SMILES	S2 tox	TGFb SMAD3 inh	IL2 activator	Nrf2 block	EPAC2 ag	ATXN2 expr inh	Nrf2 activator	HepG2 tox	A549 tox
CCOc1cc(/C=N/N=C2/NC(=O)C(CC(=O)O)S2)ccc1OCc1ccc(Cl)cc1Cl (centres undefined)	?	15.6%	1.0	1.9%	-5.8%	-7.1%[11.3 µM]	0.6%	6.7%	-4.0%
Fc1ccccc1NC(=S)N1CCCCC1	i	15.4%	-0.5	1.5%	1.0%	-25.4%	0.5%	-3.7%	-1.4%
COc1cccc(CNc2nc3nc4c(c(=O)n3[nH]2)CCC4)c1	i	10.5%	-0.2	14.1%	22.2%	0.8%	0.7%	4.2%	5.7%
COCc1cc(=O)[nH]c2cc(NC(=O)C(C)(C)CCl)c(C)cc12	i	20.6%	-0.6	-16.2%	-1.5%	0.6%	2.5%	13.4%	-1.1%
O=C(NC1CCCC1)C(c1ccc(Cl)cc1)N1CCN(C2CCCCC2)CC1 (centres undefined)	i	8.6%	-2.1	5.6%	0.4%	-0.9%	-0.4%	4.1%	0.3%
O=S(=O)(c1ccc(F)cc1)N1CCC(O)(c2ccc3c(c2)OCO3)CC1	i	-14.7%	0.0	-3.2%	10.1%	1.4%	-0.8%	-2.3%	2.4%
Cc1ccc(C)c(NC(=O)NNC(=O)c2cc3ccccc3cc2O)c1	i	-28.4%	-0.5	-5.4%	-6.4%	2.0%	-0.8%	-13.4%	-0.6%
C(=NNc1ccc2ccccc2n1)c1ccccn1	2µM*	?	4.0	.	5.6%	-78.3%	-1.9%	-36.7%	.
Cc1cc(C)c(S(=O)(=O)NC(C)C)c(C)c1-n1cnnn1	i	7.6%	0.0	?	-1.3%	-22.8%[11.3 µM]	3.2%	5.3%	-11.3%
COc1ccc(NC(=O)CS(=O)(=O)c2ccc(Br)cc2)cc1	i	18.6%	-0.4	-18.1%	16.6%	6.1%	-0.4%	11.5%	0.1%
Cc1ccccc1NC(=O)Cn1c(=O)n(Cc2ccco2)c(=O)c2ccc(C(=O)NC3CCCC3)cc21	i	-1.0%	.	-8.1%	.	-0.8%	-0.1%	0.8%	-1.1%
CCC1(c2ccc(F)cc2)NC(=O)N(CC(=O)NCC(=O)Nc2cccc(C)c2C)C1=O (centres undefined)	i	?	-0.4	10.1%	10.8%	-1.3%	-0.2%	-20.9%	0.1%
CCN1CCc2c(sc3c2c(NCc2ccco2)nc2nnnn23)C1	i	22.4%	0.3	?	-7.5%	4.6%	19.6%	-30.5%	1.9%
CCCCOC(=O)C(NC(=O)c1ccccc1)=C(C)C	i	13.7%	-0.6	-11.2%	-8.5%	-8.2%	0.2%	0.0%	-9.4%
Cc1ccc(C(=O)NCCCN2CCOCC2)cc1N1CCCC1=O	i	-5.9%	-0.1	8.5%	-5.3%	-8.5%	-0.6%	-17.3%	2.4%
O=C(Nc1ccncc1NC(=O)c1cccc([N+](=O)[O-])c1)c1cccc([N+](=O)[O-])c1	i	4.1%	-1.7	0.1%	2.7%	2.9%	-0.2%	-16.4%	-0.7%
CC1CCN(S(=O)(=O)c2ccc3c(c2)CCN3C(=O)Nc2ccc(Br)cc2F)CC1	.	.	.	4.6%	.	.	4.7%	-0.2%	-2.2%
COc1ccc(NC(C)=O)cc1S(=O)(=O)NC1CCSc2ccccc21 (centres undefined)	i	-4.7%	0.0	12.9%	7.8%	17.3%	-0.7%	-7.6%	0.7%
O=C(CN1C=NS(=O)(=O)c2ccccc21)Nc1ccccc1F	i	-16.3%	.	.	.	-1.1%	-0.3%	15.7%	2.3%
CCOc1cc(Cl)c(S(=O)(=O)NCCCn2ccnc2)cc1Cl	?	-29.9%	0.9	16.4µM*	-0.9%	.	-0.1%	-14.6%	-8.9%
O=C(Nc1nnc(CSCc2ccc(Cl)cc2)s1)c1cccc([N+](=O)[O-])c1	i	13.2%	-1.9	?	4.7%	-19.0%	0.2%	31.3%	-15.8%
Cn1cc(C(=O)Nc2ccccn2)c(=O)c2ccccc21	i	26.6%	-0.1	?	6.1%	36.1%[activator]	?	4.8%	1.1%
Cc1ccc(NC(=O)Cn2ncc(Cl)c(Cl)c2=O)cc1S(=O)(=O)N1CCCCC1	.	?	-0.6	-25.1%	-7.5%	?	?	-41.0%	-0.9%
Cc1cc(C(=O)COC(=O)CN(C)S(=O)(=O)c2ccc(Cl)cc2)c(C)n1CC1CCCO1 (centres undefined)	i	-2.6%	0.0	-0.9%	-10.0%	-11.8%	-0.3%	-11.9%	-6.7%
CCOC(=O)C(NC(=O)c1cccc(Cl)c1)(Nc1nnc(C)s1)C(F)(F)F (centres undefined)	?	5.9%	2.7	4.6%	-11.6%	-1.5%	-0.4%	33.0%	1.3%

The closing 2 compounds of the part above lead into the next.
SMILES	S2 tox	TGFb SMAD3 inh	IL2 activator	Nrf2 block	EPAC2 ag	ATXN2 expr inh	Nrf2 activator	HepG2 tox	A549 tox
Cc1cc(C(=O)COC(=O)CN(C)S(=O)(=O)c2ccc(Cl)cc2)c(C)n1CC1CCCO1 (centres undefined)	i	-2.6%	0.0	-0.9%	-10.0%	-11.8%	-0.3%	-11.9%	-6.7%
CCOC(=O)C(NC(=O)c1cccc(Cl)c1)(Nc1nnc(C)s1)C(F)(F)F (centres undefined)	?	5.9%	2.7	4.6%	-11.6%	-1.5%	-0.4%	33.0%	1.3%
Cc1cc(=O)oc2c(C)c(OCC(=O)N(C)C)ccc12	i	10.1%	-0.3	23.9%	3.6%	6.7%	0.2%	2.3%	-3.0%
CCCCOc1ccc(S(=O)(=O)NC(=O)NCc2ccc(OCCC)cc2)cc1	i	-8.1%	1.4	-36.2%	-2.2%	0.7%	-0.1%	2.9%	-4.9%
CCC(CC)NC(=O)COC(=O)c1cc(SC)ccc1Cl	i	0.7%	1.7	1.1%	23.0%	-5.5%[11.3 µM]	-0.6%	-6.7%	2.4%
CCOc1ccc(CCN2C(=O)C(=O)N([C@@H](Cc3ccc(O)cc3)CN3CCC[C@H]3CN3C(=O)C(=O)NC[C@@H]3Cc3ccc(O)cc3)C[C@@H]2Cc2ccc(O)cc2)cc1	i	.	-0.2	.	1.4%	8.6%	-0.7%	.	.
Cc1ccc(/C=N\NC(=O)CCc2n[nH]c(=O)[nH]c2=O)o1	i	2.1%	0.7	-3.9%	7.3%	.	-1.1%	-2.7%	-1.7%
COc1ccc(NC(=O)C2(C)CCN2Cc2ccccc2Cl)cc1OC (centres undefined)	?	-5.1%	-0.9	.	17.9%	?	3.5%	-25.4%	.
CNc1cc(CSC)nc(SCc2ccc(Cl)cc2Cl)n1	i	?	1.4	?	19.8%	-12.4%	-0.5%	-37.4%	-14.2%
CCN(CC)c1ccc(C(=O)OCC(=O)c2ccco2)cc1	i	1.7%	-1.0	26.4%	6.4%	53.5%[activator]	2.5%	-6.5%	-9.5%
CCSc1nc2sc3c(c2c2[n+]1CC(CBr)O2)CCCC3 (centres undefined)	i	-20.7%	-1.7	-7.3%	12.1%	-12.8%	29.1%	-15.3%	5.4%
CC(C)CC(=O)N1CCN(Cc2cccc(Cl)c2)CC1	?	8.5%	-0.4	-23.7%	-2.4%	.	2.5%	9.5%	8.2%
NCC(=O)NNC(=O)OCC1c2ccccc2-c2ccccc21	i	5.1%	-3.1	-4.1%	2.0%	-26.1%	-0.6%[9.22 µM]	-0.7%	7.4%
CCOc1ccc(NC(=O)CN(C)C(=O)c2csc3c2CCCC3)cc1OCC	i	0.0%	-1.7	-13.8%	-0.2%	-3.7%	-0.6%	4.0%	0.0%
Cc1cc(C)cc(N=C(NO)c2cccc([N+](=O)[O-])c2)c1	i	0.0%	-0.2	.	-10.7%	3.1%	3.7%	-54.8%	2.7%
CC(=O)c1ccc(NC(=O)/C(=C\c2ccco2)NC(=O)c2ccco2)cc1	i	28.3%	0.5	10.2%	2.9%	13.7%	0.1%	6.3%	-5.9%
COc1cc2oc(=O)c(CC(=O)NCc3ccc(OC)c(OC)c3)c(C)c2cc1Cl	i	7.9%	.	3.9%	.	7.8%	0.4%	3.6%	-0.4%
Cc1ccc(OCC(=O)NC2CCCc3ccccc32)c(C)c1 (centres undefined)	i	-6.7%	-3.8	3.2%	5.4%	-18.2%	0.4%	-36.9%	-2.6%
O=C(CN1CCN(Cc2ccccc2F)C1=O)NC1CCCC1	i	0.4%	0.0	11.4%	10.4%	.	-0.1%	-3.0%	9.7%
OCC1(Cc2cccc(F)c2)CCN(Cc2cccc3nccnc23)CC1	i	2.3%	-1.6	15.0%	2.4%	-17.7%	-1.0%	-10.6%	0.1%
Cc1[nH]nc2c1C1(CCN(C(=O)OCc3ccccc3)CC1)C(C#N)=C(N)O2	i	-24.9%	-3.2	-7.5%	1.0%	-4.4%	8.4%	-7.8%	-3.0%
COc1ccc(N(C(=O)c2cnccn2)C(C(=O)NC2CCCCC2)c2cc(OC)c(OC)c(OC)c2)cc1 (centres undefined)	i	-3.2%	0.1	-2.0%	10.8%	5.2%	0.5%	-30.5%	1.2%
COc1ccc(CCNC(=O)c2cc(=O)[nH]c3ccc(S(=O)(=O)N4CCCCC4)cc23)cc1OC	.	?	.	.	.	.	-0.8%	-2.3%	-2.4%
CC(Sc1ncccn1)C(=O)Nc1ccc2c(c1)OCCO2 (centres undefined)	i	2.1%	-0.3	9.0%	16.4%	-17.0%	3.5%	16.4%	0.3%
COc1cc(/C=N/n2c(-c3ccccc3)n[nH]c2=S)cc(OC)c1O	i	?	0.0	3.5%	-0.2%	16.8%	3.3%	-0.4%	-2.1%
CCOc1cc2c3c(c1)C(C)CC(C)(C)N3C(=O)C2=O (centres undefined)	i	-10.5%	-1.8	-10.9%	7.1%	-3.3%	-0.7%	-45.8%	-0.3%
O=C(NCc1cccc(Cl)c1)C1CCN(c2nn3cc(-c4ccc(F)cc4)nc3s2)CC1	i	-39.9%	.	.	.	2.1%	0.9%	-26.5%	-11.8%

Bioassay records: PubChem BioAssay, National Center for Advancing Translational Sciences (NCATS)
